HTR2A ag: mouse HTR2A agonism via beta-arrestin recruitment; P35363; CHO-K1 mHTR2A beta-arrestin complementation, luminescence; percent of 30 µM serotonin response; activation, % at 7.6 µM; actives 0.66% (n = 360,000); AID 624169;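 active = activation above a run cutoff, the mean activation of all tested compounds plus 3 SD, cut at about 14% in these data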;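 also: 0% = plate median of compound wells and 100% = 30 µM serotonin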
NOD2 RIPK2 PPI: inhibitors of human NOD2-RIPK2 interaction; O43353; CHO BLA complementation NOD2-RIPK2, CCF4 ratio; inhibition, % at 4.98 µM; actives 0.38% (n = 360,000); AID 624267; in the data active = inhibition above about 21%;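 also: 0% = vehicle only and 100% = reference blocker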
Target sequence (O43353 whole entry, looked up): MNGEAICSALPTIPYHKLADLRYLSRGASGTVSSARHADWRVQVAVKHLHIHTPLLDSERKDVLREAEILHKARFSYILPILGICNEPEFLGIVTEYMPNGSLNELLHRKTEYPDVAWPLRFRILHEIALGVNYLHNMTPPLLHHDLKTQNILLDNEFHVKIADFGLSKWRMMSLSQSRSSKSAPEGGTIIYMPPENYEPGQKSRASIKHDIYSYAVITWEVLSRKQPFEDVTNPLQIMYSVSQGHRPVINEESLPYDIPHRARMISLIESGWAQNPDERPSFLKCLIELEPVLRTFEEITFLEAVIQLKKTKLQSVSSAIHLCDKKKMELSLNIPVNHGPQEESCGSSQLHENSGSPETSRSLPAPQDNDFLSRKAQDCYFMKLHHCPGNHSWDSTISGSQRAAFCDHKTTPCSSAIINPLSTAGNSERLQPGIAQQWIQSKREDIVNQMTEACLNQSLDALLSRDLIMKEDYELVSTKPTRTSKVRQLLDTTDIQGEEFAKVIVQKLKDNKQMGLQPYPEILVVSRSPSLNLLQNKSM
MC4R antag cAMP: antagonists of human melanocortin 4 receptor (MC4R) | MC4R-expressing cells, MTII-stimulated cAMP, LANCE TR-FRET | P32245 | AID 540295 | inhibition, % at 6.5 µM | actives 0.48% (n = 360,000);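 active = inhibition above its plate's cutoff, the mean of tested wells on that plate plus 3 SD, cut at about 29% in these data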;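 also: 0% = Melanotan II alone and 100% = Melanotan II plus saturating MCL0020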
Target sequence (P32245 whole entry, looked up): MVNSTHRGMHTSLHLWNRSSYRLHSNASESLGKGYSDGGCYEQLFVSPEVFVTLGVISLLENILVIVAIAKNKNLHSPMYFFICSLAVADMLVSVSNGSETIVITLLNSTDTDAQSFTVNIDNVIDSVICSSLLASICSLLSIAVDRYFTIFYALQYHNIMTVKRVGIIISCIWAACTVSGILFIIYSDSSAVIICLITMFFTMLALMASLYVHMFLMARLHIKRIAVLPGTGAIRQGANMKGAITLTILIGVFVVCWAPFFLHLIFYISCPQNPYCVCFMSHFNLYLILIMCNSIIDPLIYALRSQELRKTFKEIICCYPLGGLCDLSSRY
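Test system: U2OS cells stably expressing human melanocortin 4 receptor (MC4R); also added: Melanotan II challenge; compound: 6.5 µM single dose; timing: 30-min compound preincubation, 1-h Melanotan II challenge, 1-h detection, room temperature; signal: Eu-cAMP/anti-cAMP TR-FRET, emission 671 nm; repeats: one well per compound, no replicates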
Glyco luc inh: blocks N-linked glycosylation in D54 reporter cells; D54 ERlucT glycosylation luciferase reporter, 24 h; percent of 100 nM tunicamycin response; reporter increase, % at 12.5 µM; actives 0.23% (n = 360,000); AID 588692;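 active = mean luciferase reporter signal, scaled so untreated is 0 and the glycosylation-blocking control 100, at or above a set limit in every replicate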;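 also: luciferase carries N-glycosylation sites so blocking glycosylation raises the light; 0% = median of neutral control wells and 100% = median of 100 nM tunicamycin wells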
MC4R barr agon: agonists of human melanocortin 4 receptor (MC4R) beta-arrestin; actives 0.98% (n = 360,000); activation, % at 8.9 µM; U2OS MC4R beta-arrestin complementation, luminescence; percent of melanotan II response, DMSO zero;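 active = activation above a per-plate cutoff, the mean activation of sample wells on that plate plus 3 SD, cut at about 8% in these data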
ABHD5 PLIN5 PPI: inhibitors of human ABHD5-perilipin-5 interaction; actives 0.78% (n = 360,000); Q00G26+Q8WTS1; AID 602281; Split G. princeps luciferase complementation, luminescence, 4 h; inhibition, % at 4 µM;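 active = inhibition above the mean inhibition across every tested compound plus 3 SD, cut at about 22% in these data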;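 also: 0% = DMSO only wells and the 100% control is not disclosed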
H9c2 protect: protects H9c2 cardiomyocytes from peroxide injury | protection from H2O2 cell death, % at 20 µM | actives 0.63% (n = 360,000) | AID 588492 | H2O2 injury protection, ATPLite, 2 h;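 active = compounds giving at least 50% protection of heart cells from peroxide-induced death in the single-dose screen, raw or plate-pattern-corrected value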;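 also: 0% = DMSO wells with peroxide and 100% = DMSO wells without peroxide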
ABCB6 inh 2: human ABCB6 transporter inhibition; Q9NP58; K562-ABCB6 porphyrin accumulation, flow cytometry, 1 h; hits give low values; fluorescence ratio to DMSO, % at 10 µM; actives 0.19% (n = 360,000); AID 602162;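 active = fluorescence ratio to DMSO below 75%, the collection mean minus 3 SD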;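 also: signal is porphyrin accumulated inside mitochondria; 100% equals median channel fluorescence of DMSO control wells; lower ratio means ABCB6 inhibition with less porphyrin fluorescence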
NCOA2 inhibitor: inhibits human steroid receptor coactivator 2 | Q15596 | HEK293 GAL4-SRC2 luciferase reporter, luminescence | inhibition, % at 9 µM | actives 0.17% (n = 370,000);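 active = inhibition above the mean inhibition of all tested compounds plus 3 SD, set per campaign, cut at about 52% in these data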;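 also: 0% = DMSO treated cells and 100% = cells given Gossypol at 36 µM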
TLR9-MyD88 inh: blocks human TLR9 binding to MyD88. actives 0.21% (n = 340,000). AID 504734. inhibition, % at 4.98 µM. CHO BLA complementation TLR9-MyD88, CCF4 FRET ratio. Q9NR96+Q99836;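 active = inhibition above the mean over all tested compounds plus 3 SD, cut at about 21% in these data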;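 also: 0% = DMSO only wells and 100% = clavulanate BLA inhibitor control wells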
Starred values were filed as active, the others as inactive; . = no result given. These rows are one share of the data; count on the stated rates, not on these rows.

SMILES	HTR2A ag	NOD2 RIPK2 PPI	MC4R antag cAMP	Glyco luc inh	MC4R barr agon	ABHD5 PLIN5 PPI	H9c2 protect	ABCB6 inh 2	NCOA2 inhibitor	TLR9-MyD88 inh
COc1ccc(/C=C2/N=C(SC)NC2=O)cc1OC	0	-5	-32	4	1.9	1	-3	103	-32	3
Cc1cc(N2C(=O)C(O)=C(C(=O)c3cccs3)C2c2ccccc2)no1 (centres undefined)	-3	-5	1	2	-0.6	-4	6	102	-16	-8
Cc1ccc(NS(=O)(=O)c2cccc(C(=O)NCc3ccccn3)c2)cc1	5	-8	3	0	0.4	5	-8	95	4	-2
Cc1cc(OCC(=O)OC(C)C(=O)Nc2ccc(N3CCOCC3)cc2)ccc1Cl (centres undefined)	-9	5	3	0	-5.1	7	1	97	-37	-5
O=c1c2ccccc2nc(COc2ccccc2)n1/N=C/c1cn[nH]c1-c1ccccc1	-4	-5	24	-4	4.5	-5	45	102	-22	3
Fc1ccc(N/N=C/c2cccnc2)c(F)c1	-2	8	-4	0	-2.5	0	-11	104	-47	1
COc1ccccc1N1CCN(Cc2nc3ccsc3c(=O)[nH]2)CC1	-4	-2	6	-1	0.0	5	16	93	-4	4
Cc1[nH]c2ccccc2c1Cc1nnc(SCC(=O)NCc2ccco2)o1	-3	3	-15	3	-1.3	10	2	97	-2	-14
Cc1ccc(NC2=NC3(CCCC3)N=C(N)N2)c(C)c1	-4	11	7	22	-2.1	3	-2	100	2	3
Cc1ccc(S(=O)(=O)NCCC(=O)NNC(=O)COc2ccc(Br)cc2)cc1C	9	1	0	3	-0.3	-6	-5	93	11	7
O=C(NCc1ccccc1)C1CCCN(C(=O)NCc2ccccc2)C1 (centres undefined)	5	6	2	2	-1.2	4	1	92	-24	-6
O=C(Cn1nnc2c(cnn2-c2ccc(F)cc2)c1=O)Nc1ccccc1C(F)(F)F	1	-17	8	2	0.1	-1	-2	95	15	10
COc1ccccc1CNC(=O)CSc1nc2c(oc3ccccc32)c(=O)n1CC1CCCO1 (centres undefined)	-3	9	9	-1	-3.3	-1	13	98	-35	-1
O=C(NCc1csc(-c2ccccc2)n1)c1ccco1	0	-10	6	2	-0.3	1	3	97	-58	9
CCN(Cc1ccccc1)Cc1c(F)cccc1F	1	-12	1	-1	3.7	-2	5	88	-4	1
COc1ccc(NC(=O)[C@@H](NC(=O)c2ccccc2)C(C)C)cc1S(=O)(=O)N1CCCCC1	-4	-6	6	-2	1.2	4	7	108	5	-18
O=C(COc1ccc(F)cc1)Nc1nc2c(s1)CCCC2	3	-1	2	2	-2.3	-3	-4	96	-36	6
COc1cccc(C(=O)CC(C(=O)O)c2ccc(Cl)cc2)c1 (centres undefined)	-2	-6	-5	1	-2.0	-4	0	101	2	1
Cc1cccc(CN2CCC(CNC(=O)Nc3ccc(F)c(Cl)c3)CC2)c1	-6	-7	2	-6	4.6	1	-15	96	9	-4
CC[C@@]12C(=O)N(c3cccc(F)c3)C(=O)N1[C@H](c1ccc(Cl)cc1)[C@@H]1C(=O)N(C3CCCCC3)C(=O)[C@@H]12	6	4	5	-2	6.9	-2	-5	99	7	5
CC(C)S(=O)(=O)c1csc(C(=O)NN)c1-n1cccc1	-1	-1	7	2	0.4	-3	1	101	-33	2
O=S(=O)(c1cccc(S(=O)(=O)N2CCN(c3ncccn3)CC2)c1)N1CCOCC1	3	0	9	-1	-1.4	-1	7	98	0	10
Cc1ccc(C(=O)OCC(=O)NCCc2ccccc2)cc1S(=O)(=O)N1CCOCC1	-7	-2	17	1	0.6	-2	-2	97	-3	-4
CCCCCCCCS(=O)C1CCS(=O)(=O)C1 (centres undefined)	7	-14	5	0	1.7	0	0	98	1	11

Ordered by the number under MC4R barr agon (smallest number first): 3 from the list above
SMILES	HTR2A ag	NOD2 RIPK2 PPI	MC4R antag cAMP	Glyco luc inh	MC4R barr agon	ABHD5 PLIN5 PPI	ABCB6 inh 2	NCOA2 inhibitor	TLR9-MyD88 inh
COc1ccccc1CNC(=O)CSc1nc2c(oc3ccccc32)c(=O)n1CC1CCCO1 (centres undefined)	-3	9	9	-1	-3.3	-1	98	-35	-1
COc1cccc(C(=O)CC(C(=O)O)c2ccc(Cl)cc2)c1 (centres undefined)	-2	-6	-5	1	-2.0	-4	101	2	1
O=S(=O)(c1cccc(S(=O)(=O)N2CCN(c3ncccn3)CC2)c1)N1CCOCC1	3	0	9	-1	-1.4	-1	98	0	10

Following part.
SMILES	HTR2A ag	NOD2 RIPK2 PPI	MC4R antag cAMP	Glyco luc inh	MC4R barr agon	ABHD5 PLIN5 PPI	H9c2 protect	ABCB6 inh 2	NCOA2 inhibitor	TLR9-MyD88 inh
Cc1ccnc(NS(=O)(=O)c2ccc(NC(=O)C3CC=CCC3C(=O)O)cc2)n1 (centres undefined)	-1	4	5	-2	-1.5	-2	-4	101	-7	8
COc1ccc(C2/C(=C(/O)c3ccc(F)cc3)C(=O)C(=O)N2CCCN(C)C)cc1 (centres undefined)	-3	-15	9	1	-0.4	1	-1	99	5	-2
Cc1cc(-n2c(C)cc(C(=O)CSc3nncn3C(C)C)c2C)no1	0	-9	2	-2	-0.7	-1	-2	103	-4	-11
CC(C)N1CCNCC1	9	-8	-3	0	-2.1	-1	-3	97	-23	0
CCCNC(=O)C1(C)CCCN(C(=O)Cc2ccc(OC)cc2)C1 (centres undefined)	-2	-2	16	3	-0.9	0	13	94	-20	.
COC(=O)[C@]12CCCCC=C1N(Cc1cccc3ccccc13)C(=O)[C@H](CC(=O)NCc1ccc(OC)c(OC)c1)C2	6	-6	.	.	.	5	.	92	26	.
Cc1ccc(OCCN(C)C(=O)C2CCC(=O)N(CCCN3CCCC3=O)C2)cc1 (centres undefined)	1	-6	16	2	-0.4	-2	4	98	-6	0
CN1C=CC2=C(C#N)C(N)C(C#N)(C#N)[C@H](c3ccccc3)[C@H]2C1 (some centres undefined)	0	-3	-4	0	-2.8	-7	7	95	-4	-1
Cc1ccc(S(=O)(=O)/N=C(\Sc2ccccc2)c2ccccc2)cc1	4	8	-12	4	-2.7	2	24	103	-6	10
CCOC(=O)N1CCN(S(=O)(=O)c2cc([N+](=O)[O-])ccc2C)CC1	-1	-6	-3	0	-2.0	0	-8	94	-10	5
O=C(Cn1cc(C(F)(F)F)ccc1=O)NCc1ccc(F)cc1	-2	-2	0	3	0.8	1	-1	164	-54	5
Cc1cc(NC(CC(C)C)C(=O)O)nc(Cc2ccccc2)n1 (centres undefined)	2	-5	3	1	-1.3	-1	5	99	-22	-2
N#CCCN(C(=O)c1ccco1)c1ccccc1	-2	-5	8	0	-0.3	1	-6	103	-19	3
CCN1CCN(C(c2ccc(OC)c(OC)c2)c2nnnn2C(C)(C)C)CC1 (centres undefined)	-5	13	16	1	1.8	-5	8	96	-17	0
CCOc1ccc(CCNC(=O)COC(=O)/C=C/c2ccc(OC(F)F)c(OC)c2)cc1OCC	-2	12	19	1	-0.6	-6	-2	94	-29	0
CCOc1ccc2[nH]c(=O)c(CN(CCc3ccccc3)C(=O)N3CCCC3)cc2c1	-1	1	-1	3	-1.6	2	23	101	-19	-8
O=C(c1ccc(Cl)c([N+](=O)[O-])c1)N1CCN(Cc2ccc3c(c2)OCO3)CC1	3	-6	3	-3	-2.0	2	-3	110	3	-4
O=[N+]([O-])c1cc2c(cc1/C=N/n1cnnc1)OCO2	-4	8	0	1	-2.5	3	8	98	-13	-12
O=C(CN1C(=O)COc2ccc(S(=O)(=O)N3CCCC3)cc21)NC1CC1	-4	8	5	2	-3.0	-7	4	96	-17	0
O=S(=O)(Nc1ccc(N2CCOCC2)cc1)c1cccs1	-4	-7	-1	1	-1.0	2	0	91	-18	-8
O=C(c1cccn2c(=O)c3cc(Br)ccc3nc12)N1CCN(c2ccccn2)CC1	-2	4	-2	1	-1.3	5	4	89	3	-1
C[C@@H]1CN([C@H](C)CO)C(=O)c2cc(NS(=O)(=O)c3ccc(F)cc3)ccc2O[C@@H]1CN(C)Cc1ccc(Cl)c(Cl)c1	21*	11	1	-3	1.5	-2	-10	88	-23	3
Cn1c(=O)oc2cc(S(=O)(=O)CCC(=O)NCCc3ccccc3)ccc21	-1	-9	2	0	-2.8	2	-1	102	-12	-4
O=c1c2ccccc2nc(/C=C/c2cccc(Br)c2)n1CCCO	-2	-4	1	-3	0.7	0	31	89	-15	7
CN(C)/C=C/C(=O)c1ccc(Cl)s1	-2	-1	3	0	-1.0	-2	3	100	-1	1
COc1cc2c(cc1OC)C(SC)=NC1(CCCC1)C2	1	4	-24	3	-1.4	-5	-17	107	9	-3
CCOC(=O)c1cnn(-c2nc(-c3ccc(C)cc3)cs2)c1C(F)(F)F	5	1	13	6	-0.1	1	-12	100	-11	-6
COc1ccc(/C=N/NC(=O)c2ccc(NC(=O)C3CCCCC3)cc2)cc1O	20*	-18	2	-2	-1.7	1	15	93	-39	-8
Cc1ccc(C2C(C#N)=C(N)Oc3cc(N)ccc32)cc1 (centres undefined)	-1	-1	1	-2	-1.3	2	-1	99	26	2
O=C(NCC(O)c1ccccc1)c1ccccc1 (centres undefined)	1	-7	16	-7	-0.7	-5	1	102	-52	-15

Among those listed so far, these have a Cl atom.
SMILES	HTR2A ag	NOD2 RIPK2 PPI	MC4R antag cAMP	Glyco luc inh	MC4R barr agon	ABHD5 PLIN5 PPI	H9c2 protect	ABCB6 inh 2	NCOA2 inhibitor	TLR9-MyD88 inh
Cc1cc(OCC(=O)OC(C)C(=O)Nc2ccc(N3CCOCC3)cc2)ccc1Cl (centres undefined)	-9	5	3	0	-5.1	7	1	97	-37	-5
COc1cccc(C(=O)CC(C(=O)O)c2ccc(Cl)cc2)c1 (centres undefined)	-2	-6	-5	1	-2.0	-4	0	101	2	1
Cc1cccc(CN2CCC(CNC(=O)Nc3ccc(F)c(Cl)c3)CC2)c1	-6	-7	2	-6	4.6	1	-15	96	9	-4
CC[C@@]12C(=O)N(c3cccc(F)c3)C(=O)N1[C@H](c1ccc(Cl)cc1)[C@@H]1C(=O)N(C3CCCCC3)C(=O)[C@@H]12	6	4	5	-2	6.9	-2	-5	99	7	5
O=C(c1ccc(Cl)c([N+](=O)[O-])c1)N1CCN(Cc2ccc3c(c2)OCO3)CC1	3	-6	3	-3	-2.0	2	-3	110	3	-4
C[C@@H]1CN([C@H](C)CO)C(=O)c2cc(NS(=O)(=O)c3ccc(F)cc3)ccc2O[C@@H]1CN(C)Cc1ccc(Cl)c(Cl)c1	21*	11	1	-3	1.5	-2	-10	88	-23	3
CN(C)/C=C/C(=O)c1ccc(Cl)s1	-2	-1	3	0	-1.0	-2	3	100	-1	1
